Screening results as filed in PubChem BioAssay.
Pf growth 96h = inhibits malaria parasite growth, 96 h; P. falciparum luciferase reporter growth, 96 h; Potency, µM (doses to about 28.7 µM), inactives show at the highest dose activity change, negative = inhibition, actives largely listed as inhibitors; hit rate 6.9% among 320,000
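Infected RBCs, 2% Hct / 0.05% parasitemia final; luciferase-reporter P. falciparum; cpd 96 h, 37 C, 5% CO2; luciferase detection reagent; luminescence.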
Sm TGR inh = S. mansoni TGR enzyme inhibition; AID 485364; Potency, µM (titrated, usually from 114 µM), for inactives: at the top dose activity change, negative = inhibition, hits mostly inhibitors; Q962Y6; purified TGR, DTNB reduction, TNB absorbance 405 nm; hit rate 3% among 360,000; also: nearly all actives have a fitted effect of over 60% in size
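Kinetic colorimetric format: TGR-catalysed, NADPH-driven DTNB reduction monitored via TNB absorbance. Enzyme dispensed at 20 nM; compound exposure 15 min at room temperature before reaction start.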
HCV inh = blocks hepatitis C virus; Potency, µM (series often up to 41.8 µM), for the others: at the top dose activity change, negative = inhibition, actives largely listed as inhibitors; hit rate 3.4% among 340,000; Huh7.5.1 HCVcc-Cre infection, luciferase reporter, 44 h
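Seed cells (1,000/well) for 4 h; treat with compound and infect with HCVcc-Cre, moi about 0.5. Incubate 44 h, then detect luciferase activity.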
LmPK inhibitor = blocks Leishmania mexicana pyruvate kinase activity. purified LmPK, Kinase-Glo ATP luminescence, 1 h. Potency, µM (doses to about 57.5 µM), for inactives: top-dose activity change, negative = inhibition, usual class: inhibitors. hit rate 0.37% among 290,000. AID 1721
Target sequence (Q27686 whole entry, looked up): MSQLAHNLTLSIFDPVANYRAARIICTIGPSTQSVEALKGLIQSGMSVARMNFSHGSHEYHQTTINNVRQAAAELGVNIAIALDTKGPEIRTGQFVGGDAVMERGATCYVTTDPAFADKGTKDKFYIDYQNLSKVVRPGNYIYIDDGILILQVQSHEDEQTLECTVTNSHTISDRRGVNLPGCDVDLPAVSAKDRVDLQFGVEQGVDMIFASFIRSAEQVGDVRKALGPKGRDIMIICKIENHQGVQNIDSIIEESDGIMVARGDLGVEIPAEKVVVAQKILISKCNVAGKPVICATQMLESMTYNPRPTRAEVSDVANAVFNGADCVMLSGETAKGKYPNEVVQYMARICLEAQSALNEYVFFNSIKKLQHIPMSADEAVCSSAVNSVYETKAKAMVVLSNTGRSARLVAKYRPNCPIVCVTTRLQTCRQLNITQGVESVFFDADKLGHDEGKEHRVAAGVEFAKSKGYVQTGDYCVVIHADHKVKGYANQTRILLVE
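Kinase-Glo luminescence read after 1 h RT reaction of 0.1 nM LmPK with 0.5 mM PEP and 0.1 mM ADP. Activity scaled between uninhibited and enzyme-free controls.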
Tb PYK inh = blocks Trypanosoma brucei pyruvate kinase; TbPYK enzyme, Kinase-Glo Plus ATP luminescence, 45 min; AID 624173; hit rate 0.12% among 410,000; Potency, µM (doses to about 76.8 µM), without a hit: at the top dose activity, negative = inhibition, actives largely listed as inhibitors; Q57TT1; also: nearly all actives have a fitted effect of over 50% in size
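Screened from lowest to highest concentration, compounds were pinned into TbPYK/substrate mixtures, and ADP (130 uM final) was added. Plates sat at room temperature for 45 min prior to Kinase-Glo Plus detection by luminescence.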
Pf growth 48h = P. falciparum growth inhibition at 48 hours (one generation). hit rate 5.9% among 310,000. Potency, µM (highest dose often 28.7 µM), for inactives: at the highest dose activity change, negative = inhibition, most hits filed as inhibitors. P. falciparum luciferase growth in erythrocytes, 48 h
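Cell-based growth assay: transgenic P. falciparum expressing firefly luciferase, cultured in red cells within RPMI 1640 containing 0.5% w/v Albumax, 24 mM bicarbonate and gentamycin. A drop in luciferase activity indicates inhibition.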
* hit, by the source's call; ? = inconclusive; · = no result given; & = joins results of further samples; [ ] = another dose, or the depositor's remark. Calls follow the shape of the dose curve; as a rule, active = well fitted curve in the direction sought with a large enough effect; inconclusive = small, poorly fitted or top-dose-only effect, or another doubt; inactive = no such curve, though single readings can be large; an effect the other way counts as inactive or inconclusive. % is scaled to controls: 0 for no effect and ±100 for the full control effect; potency is read from the fitted curve at half-maximal effect.

SMILES	Pf growth 96h	Sm TGR inh	HCV inh	LmPK inhibitor	Tb PYK inh	Pf growth 48h
Cc1ccc(S(=O)(=O)N(CC(=O)Nc2cccc(C)c2C)C(=O)N2CCN(C)CC2)cc1	19%	6%	1%	·	-7%	-3%
COc1ccc(C(=O)N2CCN(Cc3ccc(OC)c(OC)c3)CC2)cc1	4%	7%	4%	-2%	0%	-1%
NC(CSSCC(N)C(=O)O)C(=O)O (stereo not given)	12%	·	·	·	1%	-4%
CCN1CCc2c(OCC(=O)Nc3ccccc3)cccc2C1=O	4%	4%	·	-6%	2%	8%
Cc1ccc(OCCn2c(C)c(/C=N/n3cnnc3)c3ccccc32)cc1	13%	-32%	-28%	5%	-12%	-15%
Cc1nc2c(C)cccc2c2c1COC2	14%	-1%	15%	-2%	-2%	15%
COCCN(C(=O)Nc1ccc(OC)cc1OC)C1CCN(C(C)=O)CC1	·	12%	-10%	-1%	-2%	14%
CCN1C(=O)C(=O)N(CC(=O)Nc2cc(C)ccc2C)C1=O	-1%	-10%	-13%	·	2%	-13%
Cc1cccc(NC(=O)Cc2ccc(NC3=NC4CS(=O)(=O)CC4S3)cc2)c1 (stereo not given)	?	1%	10%	-1%	4%	8%
COC(=O)c1ccc(C(=O)OC)c(NC(=S)N2CCN(c3ccccc3)CC2)c1	-21%	6%	-16%	0%	-6%	-23%

4 entries from above, with each value named:
NC(CSSCC(N)C(=O)O)C(=O)O (stereo not given)
  Pf growth 96h = 12%	Sm TGR inh = ·	HCV inh = ·	LmPK inhibitor = ·	Tb PYK inh = 1%	Pf growth 48h = -4%
CCN1C(=O)C(=O)N(CC(=O)Nc2cc(C)ccc2C)C1=O
  Pf growth 96h = -1%	Sm TGR inh = -10%	HCV inh = -13%	LmPK inhibitor = ·	Tb PYK inh = 2%	Pf growth 48h = -13%
COC(=O)c1ccc(C(=O)OC)c(NC(=S)N2CCN(c3ccccc3)CC2)c1
  Pf growth 96h = -21%	Sm TGR inh = 6%	HCV inh = -16%	LmPK inhibitor = 0%	Tb PYK inh = -6%	Pf growth 48h = -23%
Cc1ccc(S(=O)(=O)N(CC(=O)Nc2cccc(C)c2C)C(=O)N2CCN(C)CC2)cc1
  Pf growth 96h = 19%	Sm TGR inh = 6%	HCV inh = 1%	LmPK inhibitor = ·	Tb PYK inh = -7%	Pf growth 48h = -3%

Further compounds follow:
SMILES	Pf growth 96h	Sm TGR inh	HCV inh	LmPK inhibitor	Tb PYK inh	Pf growth 48h
Cc1occc1-c1nnc(SCC(=O)N2c3ccccc3CCc3ccccc32)n1C	·	4%	-2%	-1%	1%	7.4µM*
O=C(CCc1nnc(Cc2ccc(-c3ccccc3)cc2)o1)NCCc1cccnc1	?	-7%	-3%	2%	0%	?
COc1ccc(NC(=S)N2CCN(Cc3ccco3)CC2)c(OC)c1	?	-9%	-1%	-4%	-20%	10%
COc1ccccc1N1CCN(C(=O)c2ccc3c(c2)CCN3S(=O)(=O)c2ccccc2)CC1	?	-10%&19%	13µM*	-1%	0%&0%	8.3µM*
O=C(Nc1ccccc1N1CCN(c2ccccc2)CC1)c1ccccc1F	21%	·	?	2%	-4%	?
Cc1cc(C)n(CC(=O)NC2CCCc3c2cnn3-c2ccc(C)c(C)c2)n1 (stereo not given)	?	-14%	?	4%	-8%	48%[activator]
O=C(Cn1cnc2ccccc2c1=O)N1CCN(c2ccccc2)CC1	-4%	-1%	13%	0%	-8%	0%
Cc1ccc(C)c(CSc2nc3[nH]ncc3c(=O)[nH]2)c1	-16%	-4%	?	2%	-3%	-25%
CC(C)N(Cc1cnn(C)c1)Cc1nc(Cc2ccccc2Cl)no1	?	-12%[57.1 µM]	5%	-10%	0%	-13%
CC1CC(=O)N(c2ccc(NCc3ccc(Cl)cc3)c([N+](=O)[O-])c2)C1=O (stereo not given)	8%	-2%	-4%	0%	1%	-3%

Single values from the entries so far:
Reading of `Cc1ccc(C)c(CSc2nc3[nH]ncc3c(=O)[nH]2)c1` under Sm TGR inh: -4%
Reading of `COc1ccccc1N1CCN(C(=O)c2ccc3c(c2)CCN3S(=O)(=O)c2ccccc2)CC1` under Sm TGR inh: -10%&19%

Returning to the listing; the 2 compounds before the break are reprinted first.
SMILES	Pf growth 96h	Sm TGR inh	HCV inh	LmPK inhibitor	Tb PYK inh	Pf growth 48h
CC(C)N(Cc1cnn(C)c1)Cc1nc(Cc2ccccc2Cl)no1	?	-12%[57.1 µM]	5%	-10%	0%	-13%
CC1CC(=O)N(c2ccc(NCc3ccc(Cl)cc3)c([N+](=O)[O-])c2)C1=O (stereo not given)	8%	-2%	-4%	0%	1%	-3%
COc1ccc(-c2c(C#N)c(N)nc3sc(C(=O)c4ccc(C)cc4)c(N)c23)cc1	?	9%	?	1%	11%	-27%
COC(=O)CSc1nnc(-c2sc3ccccc3c2Cl)o1	?	12%	13%	-1%	-8%	-24%
Cc1onc(-c2c(Cl)cccc2Cl)c1-c1nc2cc(Cl)ccc2c(=O)o1	23%	-17%	0%	2%	0%	3%
O=C(NCCO)c1ccc(Oc2ccc(C(F)(F)F)cc2[N+](=O)[O-])cc1	-28%	2%	-11%	-3%	-4%	6%
CCOC(=O)c1sc(NC(=O)CSc2n[nH]c(-c3ccncc3)n2)c(C#N)c1C	·	3%	-17%	9%	-2%	15%
COc1cc(-n2c(=O)c3ccccc3n(Cc3cccc(F)c3)c2=O)cc(OC)c1OC	38%	7%	20%	-2%[11.5 µM]	0%	-5%
CN(C)S(=O)(=O)c1ccc(N2CCCC2)c(C(=O)N2CCN(c3ccc([N+](=O)[O-])cc3)CC2)c1	?	-1%	-27%	-2%	-2%	?
CC(C)c1nc2sc3c(c2c(=O)[nH]1)CC(C)(C)OC3	27%	8%	-7%	1%	-11%	24%
CCOC(=O)C(NCc1ccccc1OC)(NC(=O)c1ccccc1)C(F)(F)F (stereo not given)	16%	5%	-4%	0%	1%	?
COc1ccc(C(CNC(=O)c2cccc(S(=O)(=O)N3CCCC(C)C3)c2)N(C)C)cc1 (stereo not given)	?	-7%	?	·	-1%	?
COc1ccc(OC)c(NC(=O)CS(=O)(=O)Cc2ccccc2)c1	4%	-1%	-6%	0%	2%	8%
CC(=O)C1=C(C)NC(SCC(=O)c2ccc(Cl)cc2Cl)=C(C#N)C1c1ccco1 (stereo not given)	?	0%	2.5µM*	8%	-23%	?
C=CCNC(=O)C1CCN(c2ccc(S(=O)(=O)N3CCOCC3)cc2[N+](=O)[O-])CC1	?	0%	11%	0%	3%	?
COC(=O)/C=C/c1ccc(-n2cncn2)cc1	?	1%	12%	2%	-1%	51%[activator]
CCN1c2ccccc2NC2N=C(OC)C(c3ccccc3)C21 (stereo not given)	·	-8%	2%	-1%	0%	?
Cc1ccc(NC(=O)C2(NC(=O)c3ccccn3)CCCCC2)cc1Br	?	-7%	2%	-1%	-4%	?
c1ccc(CN2CCN(Cc3c[nH]c4ccccc34)CC2)cc1	-17%	1%	-9%	4%	-15%	5%
Cc1ccc(-n2c(C)cc(/C=C3\SC(=O)NC3=O)c2C)cc1	32%[activator]	10%	11%	1%	0%	107%[activator]
CC(Oc1ccccc1)C(=O)Nc1nnc(S(=O)(=O)N(C)c2ccccc2)s1 (stereo not given)	4%	-25%	20%	7%	5%	-7%
COC1=CCC2([N+](=O)[O-])CN(C)CC1([N+](=O)[O-])C2 (stereo not given)	2%	-4%	15%	-3%	2%	3%
CC(C)(CNC(=O)c1ccc(NS(=O)(=O)c2ccc(F)c(F)c2)cc1)N1CCOCC1	5%	-3%	-9%	·	-7%	-12%
O=C(COC(=O)c1ccc(F)c(S(=O)(=O)N2CCOCC2)c1)NCCc1ccccc1	-14%	0%	6%	·	4%	2%
COc1ccc(CNC(=O)CCn2cccc2)cc1	·	-25%	16%	4%	-7%	·
O=C(c1ccco1)N1CCN(C(=O)c2[nH]ncc2[N+](=O)[O-])CC1	0%	9%	39%[activator]	-4%	-8%	2%
COc1ccc2c(c1)CCCN2S(=O)(=O)c1ccc(Cl)cc1	-15%	4%	?	1%	-8%	19%
CC(=O)N1CCN(C(=O)c2ccc(NS(=O)(=O)c3ccc4c(c3)OCCO4)cc2)CC1	-2%	-9%	7%	·	-4%	-2%
COc1ccccc1-c1nnc(SCC(=O)N2CCCC2)o1	268%[activator]	1%	3%	-4%	-6%	18%
CCNc1nc(N)nc(Oc2ccc(OCc3ccccc3)nn2)n1	13%	2%	21%	-10%	1%	17%
COc1cc(/C=C2\SC(=O)N(Cc3ccc(F)cc3)C2=O)cc([N+](=O)[O-])c1O	-25%	·	-6%	-13%	-13%	?
O=S(=O)(Cc1nnnn1-c1ccc(Br)cc1)c1ccc(F)cc1	14%	-27%	-13%	-1%	-5%	6%
CCCCSc1cc(C)nc(N)n1	6%	7%	-14%	-4%	-12%	74%[activator]
Cc1ccc(SCC(=O)NCCN2C(=O)CSC2=O)c(C)c1	24%	-3%	-13%	0%	-9%	-2%
Cc1ccc(S(=O)(=O)c2nnn3c2nc(N2CCOCC2)c2ccccc23)c(C)c1	14%	-7%	?	2%	-5%	?
O=C(Nc1ccncc1)c1cccs1	?	6%	14%	1%	3%	?
COc1ccccc1N1CCN(S(=O)(=O)CCNC(=O)C23CC4CC(CC(C4)C2)C3)CC1	23%	1%	?	0%	3%	?
CNC(=O)C(=O)N/N=C/c1ccc(Br)cc1	25%	·	-26%	-3%	3%	8%
O=c1ccc(-c2ccc([N+](=O)[O-])cc2)nn1-c1ccccc1	-16%	-15%	-4%	0%	3%	5%
CN(C)c1nc(N)nc(-c2ccco2)n1	-3%	-10%	5%	-3%	1%	4%
Cc1ccc(CNC(=O)C2CCC(=O)N(Cc3ccccc3F)C2)s1 (stereo not given)	-20%	-26%	-19%	4%	0%	0%
CCOc1ccc(NC(=O)CN2C(=O)C(C)SC(C)C2=O)cc1 (stereo not given)	60%[activator]	1%	6%	7%[11.5 µM]	2%	-14%
